# Screens deposited in PubChem by National Center for Advancing Translational Sciences (NCATS).
# MCF10A rereplic = induces DNA re-replication in MCF 10a normal breast cells | MCF 10A DNA re-replication, Hoechst nuclear intensity, 48 h | Potency, µM (titrated, usually from 46.1 µM), for the others: at the highest dose activity, positive = re-replication, usual class: activators | hit rate 2.9% among 350,000; also: potency is read from the fitted curve at half-maximal effect; % of control where 0% means no effect; nearly all actives have a fitted effect of over 50% in size
# IL1B secr inh = blocks inflammasome-driven IL-1 beta release; hit rate 4.7% among 360,000; activity change, % at 57.5 µM; THP-1 LPS/ATP IL-1B secretion, AlphaLISA, 16 h; hits give low values; AID 743279; in the data active = activity change below about -50%; inconclusive = mostly about -30% to -49%; also: % is scaled to controls: 0 for no effect and ±100 for the full control effect
#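 Secreted IL-1B measured by AlphaLISA bead assay after 16 h compound exposure of THP-1 cells; compounds (final up to 57.5 uM) added 1 h before LPS (250 ng/mL) and ATP (1.25 mM) stimulation; lower signal means less secretion.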
# Nrf2 ARE act = activators of Nrf2 (ARE) signaling; Potency, µM (top dose mostly 46.1 µM), for the others: at the top dose activation, most hits filed as activators; AREc32 ARE-luciferase reporter (MCF7-derived line), luminescence, 24 h; hit rate 0.31% among 410,000; AID 624171; also: potency is read from the fitted curve at half-maximal effect; % of control where 0% means no effect; nearly all actives have a fitted effect of over 65% in size
#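 AREc32_Fluc, 1000 cells/well, OPTI-MEM + 5% FBS, o/n 37 deg C 5% CO2; 23 nL cpd by pin tool, 24 hr; Steady-Glo 30 min RT, luminescence.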
# TGFb inhibitor = TGF-b pathway inhibition. HepG2 CAGA-GFP TGF-b/SMAD3 reporter, GFP fluorescence, 18 h; TGF-beta stimulated, 500 pg/mL final. Potency, µM (highest dose often 46.1 µM), for the others: at the highest dose activity, negative = inhibition, actives largely listed as inhibitors. hit rate 1.2% among 410,000. AID 588855; also: potency is read from the fitted curve at half-maximal effect; % is scaled to controls: 0 for no effect and ±100 for the full control effect; nearly all actives have a fitted effect of over 65% in size
#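 Inhibition of TGF-beta-driven CAGA-GFP reporter expression in HEPG2 cells is measured by cellular GFP fluorescence after 18 h stimulation with 500 pg/mL recombinant TGF-beta in 1% FBS medium at 37 degrees C.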
# Nrf2 inh = blocks Nrf2 signaling; hit rate 2.1% among 360,000; A549 ARE-Fluc reporter, luciferase luminescence, 18-24 h; Potency, µM (highest dose often 46 µM), for the others: at the top dose activity change, negative = inhibition, most hits filed as inhibitors; AID 504444; also: potency is read from the fitted curve at half-maximal effect; % is scaled to controls: 0 for no effect and ±100 for the full control effect; nearly all actives have a fitted effect of over 60% in size
#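 Nrf2 function is reported as luminescence of an ARE-controlled luciferase in A549 cells. Compounds were tested at several concentrations, and a CellTiter-Fluor read on the same wells flagged cytotoxicity.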
# A549 viability = kills or reduces viability of A549 cells in Nrf2 counter-screen; A549 ARE-Fluc cells, CellTiter-Fluor viability, 18-24 h; AID 504648; hit rate 0.16% among 390,000; Potency, µM (series often up to 46 µM), without a hit: at the top dose activity change, negative = cytotoxicity, usual class: inhibitors; also: potency is read from the fitted curve at half-maximal effect; % is scaled to controls: 0 for no effect and ±100 for the full control effect
#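 A549 ARE-Fluc cells in 5% FBS OPTI-MEM, 5000 cells/well, rested 2 h then exposed to compounds in concentration-response for 18-24 h at 37 °C. Viability by CellTiter-Fluor fluorescence (Ex 405/Em 525) after 30 min; luciferase luminescence (BugLite, 15 min, RT) read afterwards.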
# ATXN2 expr inh = ATXN2 expression inhibition; Potency, µM (highest dose often 57 µM), for inactives: at the highest dose activity change, negative = inhibition, hits mostly inhibitors; hit rate 0.72% among 360,000; HEK-293 ATXN2-luciferase reporter, luminescence, 24 h; AID 1745845; also: potency is read from the fitted curve at half-maximal effect; % is scaled to controls: 0 for no effect and ±100 for the full control effect; nearly all actives have a fitted effect of over 55% in size
#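 ATXN2-luciferase reporter cells (luciferase flanked by upstream and downstream ATXN2 gene portions) were treated 24 h at 37 °C with compounds at up to 57 uM. SteadyGlo luminescence gave expression; GF-AFC fluorescence gave viability.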
# HepG2 viability = HepG2 cytotoxicity, counter-screen for TGF-b inhibitors. HepG2 CAGA-GFP viability, ATP luminescence, 18 h. hit rate 0.76% among 410,000. Potency, µM (doses to about 46.1 µM), for inactives: top-dose activity change, negative = cytotoxicity, usual class: cytotoxic; also: potency is read from the fitted curve at half-maximal effect; some results filed as inactive show a strong effect at the top dose
#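 HepG2 CAGA-GFP cells (1000/well, DMEM with 1% FBS) received compound, then TGF-beta at 500 pg/mL final, and were incubated 18 hours at 37 degrees C. Viability was read by CellTiter-Glo luminescence. Media-only wells were set as complete cell-killing and DMSO as no toxicity.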
# ATXN viability = viability counter-screen for ATXN expression inhibitors; AID 651635; Potency, µM (titrated, usually from 56.7 µM), hits mostly cytotoxic; S2 cells (HEK-293 line with an ATXN2-luciferase reporter) viability, CellTiter-Fluor protease fluorescence, 24 h; hit rate 0.49% among 400,000; also: potency is read from the fitted curve at half-maximal effect; nearly all actives have a fitted effect of over 40% in size
# Numbers without * were called inactive; i = inactive; ? = inconclusive; / = no result given; [ ] = another dose, or the depositor's remark. Unless noted, calls follow the shape of the dose curve; as a rule, active = well fitted curve in the direction sought with a large enough effect; inconclusive = small, poorly fitted or top-dose-only effect, or another doubt; inactive = no such curve, though single readings can be large; an effect the other way counts as inactive or inconclusive. Compounds were not picked by outcome (roughly 8.8% active in at least one column).
structure | MCF10A rereplic | IL1B secr inh | Nrf2 ARE act | TGFb inhibitor | Nrf2 inh | A549 viability | ATXN2 expr inh | HepG2 viability | ATXN viability
CO/N=C/CC(=O)c1ccc(OC)cc1 | 3% | 1 | 1.7% | 5% | -4% | 0% | -9% | 0% | i
Cc1ccc2c(c1)sc1nc(-c3cc4ccccc4oc3=O)cn12 | / | / | 3.9% | 18% | 18% | -1% | -22% | 2% | ?
CC(=O)c1ccc(NC(=S)NCc2ccc(Cl)cc2Cl)cc1 | 16% | -16 | 3.5% | ? | -28% | -5% | 1% | -35% | ?
COc1ccc(C(Nc2ccc(S(=O)(=O)NCC3CCCO3)cc2)C(=O)NC(C)(C)C)cc1OC (stereo not given) | -6% | -13 | 3.0% | -5% | 10% | -1% | -12% | 0% | i
Cn1nc(-c2ccccc2)c(CSc2ccccc2Cl)c1Cl | 7.3µM* | -18 | 2.4% | 21% | 65% | -4% | -24% | -31% | i
C/C(CC(=O)N(C(C)C)C(C)C)=N\NC(=O)COc1ccc(Cl)cc1Cl | 4% | 12 | -0.5% | -15% | 2% | 6% | -22% | -18% | i
Cc1ccccc1Cn1c(=O)c2c(nc3n2CCCN3Cc2ccccc2)n(C)c1=O | 9% | -1 | -0.8% | 1% | ? | 14% | -8% | -4% | i
Cc1csc(NC(=O)CSc2ncnc3ccccc23)n1 | ? | -89* | ? | -30% | ? | -14% | 5% | -36% | ?
CCCN(CC(=O)Nc1ccc(C(C)=O)cc1)CC(=O)Nc1ccccc1C | -5% | 17 | 4.1% | -8% | 14% | 1% | -9%[11.3 µM] | -5% | i
O=C(CSc1nc2[nH]ncc2c(=O)[nH]1)Nc1ccc(OC(F)(F)F)cc1 | 13% | -14 | -0.3% | 9% | -8% | 4% | -9% | -30% | i
COc1ccc(CCn2c(C)cc3c(c2=O)C(c2ccc4c(c2)OCO4)C(C#N)=C(N)O3)cc1OC (stereo not given) | 2% | ? | 4.9% | 12% | -9% | -9% | -8% | -14% | i
CC1CCN(C(=O)CCCC(=O)N2CCC(C)CC2)CC1 | -39%[inhibitor] | 10 | -0.9% | 0% | 14% | -2% | 11% | 3% | i
Cc1ccc(S(=O)(=O)N2CCN(C(=O)c3cc(S(=O)(=O)N4CCOCC4)ccc3Cl)CC2)c(C)c1 | -5% | -13 | 0.4% | -27% | 21µM* | -4% | / | -33% | i
C=C(C)CNC(=O)CCc1nnc(C2(c3ccc(Cl)cc3)CCC2)o1 | 4% | 17 | 6.4% | ? | 15% | 0% | / | 4% | i
Cn1nnnc1SCC(=O)Nc1ccc2c(c1)OCO2 | -1% | 3 | -0.7% | -3% | ? | -2% | / | -2% | ?
CC(NC(=O)c1ccc2nc(Cc3cccc(Cl)c3)oc2c1)c1ccncn1 (stereo not given) | / | -19 | 0.3% | ? | / | / | / | -21% | ?
O=C(O)C1CSC(c2ccccc2)N1C(=O)c1ccco1 (stereo not given) | -8% | 8 | -0.6% | -6% | -4% | 4% | -1% | -8% | i
CCN(CC)c1cc(C)c2cc(NC(=O)CNC(C)=O)ccc2n1 | 1% | -4 | -0.4% | -12% | 18% | 1% | -1% | -15% | i
CCCCn1nc(NC(=O)c2cccc(Cl)c2)c2cc3ccccc3nc21 | / | / | 0.0% | 14% | 15% | 8% | 7% | 3% | ?
CN1CCN(c2ccc3sc(-n4ccc5ccccc54)nc3c2)CC1 | / | -16 | 4.2% | ? | / | / | ? | -73% | /
CCOc1ccc(CNC(=O)NS(=O)(=O)c2ccc(OC)cc2)cc1 | 0% | -11 | -0.7% | -3% | -17% | -3% | -7% | -2% | i
O=C1C=C(NCc2ccncc2)CC(c2ccccc2)C1 (stereo not given) | 3% | -1 | -0.4% | 10% | 4% | -16% | 0% | 1% | i
Cc1ccc(OCc2nnc(SCc3nc4ccccc4[nH]3)n2Cc2ccco2)cc1 | 10% | -19 | 11% | -11% | / | -14% | ? | -3% | ?
CCCNC(=O)c1ccccc1NC(=O)CN(c1ccccc1)S(=O)(=O)N(C)C | -9% | 3 | 0.0% | -19% | -7% | 7% | 4% | -18% | i
Cc1ccc(CN2CCN(C3CCN(C(=O)OC(C)(C)C)CC3)C(=O)C2=O)cc1 | / | / | -0.2% | -8% | / | 16% | -1% | -28% | i
CN(NC(=O)c1ccc(Cl)cc1)c1cccc(Cl)n1 | 11% | -3 | 0.2% | -1% | -32% | -5% | -1% | -2% | i
COc1cc([N+](=O)[O-])c(OC)cc1SCc1n[nH]c(=S)n1-c1ccc(C)cc1 | -3% | 33 | 0.0% | 23% | -6% | -1% | -23% | 9% | i
Cn1c(=O)c2sccc2n(Cc2cccc(Br)c2)c1=O | 19% | 8 | -0.2% | 3% | 10µM* | -1% | -21% | 1% | i
CN(C)C(=O)CSc1nnc(Cc2ccccc2)n1Cc1ccco1 | -1% | 15 | -0.5% | -12% | -18% | -7% | 14% | -3% | i
Cc1ccc(N/N=C2/CCCNC2=O)cc1 | 6% | 9 | 3.2% | 5% | -18% | -2% | 8% | -4% | ?
COc1cc(/C=C(/NC(=O)c2ccc(Cl)cc2Cl)C(=O)O)cc(OC)c1OC | 0% | 2 | -0.6% | -6% | 12% | 3% | 1% | -13% | i
COc1ccccc1C1CCN(C(=O)c2ccc(Cl)cc2)CC1 | 4% | -8 | -1.2% | 0% | -14% | 2% | -10% | -2% | i
Cc1cc(C)cc(NC(=O)CCCn2c(=O)c3cccn3c3ccccc32)c1 | / | / | 0.0% | 11µM* | -12% | -20% | / | -52% | /
CC(=O)[C@@H]1[C@@H]2C(=O)N(Cc3ccccc3)C(=O)[C@@H]2C2c3ccccc3C=CN21 (stereo not given in full) | 5.8µM* | 12 | 0.1% | -2% | 2% | 0%[1.84 µM] | 0% | -11% | i
Cc1ccc(C(C(=O)NC2CCCC2)N(Cc2cccs2)C(=O)CNC(=O)c2cccs2)o1 (stereo not given) | 8% | -11 | -0.5% | 3% | ? | -10% | 4% | -16% | i
Cn1c(SCC(=O)c2ccc3c(c2)OCCO3)nnc1C(F)(F)F | 19% | -6 | 4.6% | 1% | -9% | -6% | / | 6% | i
O=C(c1cnn2ccccc12)N1CCN(C2CCCCC2)CC1 | 12% | -17 | 0.4% | -7% | 1% | 8% | 38%[activator] | -12% | i
COc1cc(C(C(=O)NCC2CCCO2)N(C(=O)Cn2nnc3ccccc32)c2ccc(OC)c(OC)c2)ccc1O (stereo not given) | 1% | 0 | 0.1% | 13% | 3% | 1% | 2% | 17% | i
O=C(O)c1cc(-c2ccc(N3CCOCC3)cc2)nn1-c1ccc(F)cc1 | 0% | 24 | 3.2% | -2% | 29% | 0% | -2%[11.3 µM] | -18% | i
COCCCn1c(=N)c(C(=O)NCc2ccco2)cc2c(=O)n3cccc(C)c3nc21 | / | / | 2.6% | 0% | -1% | -1% | -1% | -29% | /
Cn1cc(CN2CCC(C(=O)NC(c3ccc(F)cc3)c3ccc4ccccc4n3)CC2)c2ccccc21 (stereo not given) | / | -81* | -3.6% | ? | / | / | 28µM* | 10µM* | 28µM*
Cn1c(N)c(C(=O)COC(=O)C2CCCN2C(=O)c2cccs2)c(=O)n(C)c1=O (stereo not given) | 0%[9.22 µM] | -22 | 15% | -26% | -18% | 9% | -23% | -7% | i
Cc1ccc(NC(=O)CSc2nnc(C)n3c2cc2sccc23)c(C)c1 | / | / | -0.8% | -29% | -27% | 9% | / | -18% | /
CC(=O)OCCCNc1cc(Sc2ccc(C)cc2)c2nonc2c1[N+](=O)[O-] | ? | -51* | 13% | -5% | -41% | ? | -62% | -27% | ?
CCOc1ccc(S(=O)(=O)N2CCCC2)c2ccccc12 | / | 15 | 3.1% | -3% | / | / | / | -21% | i
Cc1nnc(N/N=C/c2cccc(C(F)(F)F)c2)n1N | ? | 29 | -2.4% | ? | 22% | 9% | 0% | -45% | i
CC(C)N1CCN(S(=O)(=O)c2ccccc2)c2ccccc21 | ? | 20 | -0.6% | -6% | ? | 0% | 9% | 8% | i
O=C(NCc1n[nH]c(=S)n1-c1ccc(Br)cc1)c1ccc(S(=O)(=O)N2CCOCC2)cc1 | -5% | 14 | 0.2% | 2% | 1% | 2% | 3% | 6% | i
Cc1ccc(OCCCC(=O)NNC(=O)c2ccccn2)cc1 | ? | 23 | -0.1% | -15% | -6% | 0% | ? | -21% | i
CCc1ccc(S(=O)(=O)c2nnn3c2nc(NCCNC(C)=O)c2ccccc23)cc1 | -23% | -64* | 5.7% | -7% | -1% | -1% | -17% | -13% | i
CCc1ccc(-c2cc(C(=O)NN3CCN(C)CC3)c3ccccc3n2)cc1 | 12% | ? | 7.3% | -1% | 17% | -4% | 30% | -44% | ?
Cc1cccc2c1NC(=O)C2=Nc1ccc(Cl)cc1 | -12% | -4 | -0.2%[9.22 µM] | -16% | ? | 10% | -6% | -7% | i
FC(F)(F)c1cc(-c2ccccc2)nc(N2CCOCC2)n1 | 4% | -10 | 0.4% | -2% | 14% | 18% | -8% | -17% | i
CCc1ccc2c(COC(=O)C3CSC4(C)CCC(=O)N34)cc(=O)oc2c1 (stereo not given) | 3% | 21 | 0.4% | 5% | 9% | 6% | / | -5% | i
O=C(NCCOc1ccc(F)cc1)C1CCC(=O)N(CCc2ccccn2)C1 (stereo not given) | 1% | 19 | -0.3% | -1% | 0% | 2% | -3% | 3% | i
O=C(CSc1ncn[nH]1)N/N=C/c1ccc(Br)cc1 | 0% | -7 | 1.7% | -11% | 5% | -1% | / | -17% | i
COc1ccc(CCN(Cc2cc3cc(C)c(C)cc3nc2Cl)C(=O)C2CC2)cc1 | -1% | 33 | 0.0% | 11% | 6% | 3% | -32% | -13% | i
COC(=O)Nc1cc([N+](=O)[O-])ccc1OC | -5% | -7 | 0.1% | 1% | 11% | -3% | 10% | -1% | i
